Bioassay records deposited in PubChem BioAssay by several laboratories.
DAX1 inh-1 – inhibitors of DAX1 repression of SF-1 activated StAR promoter; HEK293T StAR-luciferase reporter, SF-1/DAX-1 repression relief; AID 652010; inhibition, % at 6.8 µM; 1.1% of 370,000 active;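 active means inhibition above the mean over all tested compounds plus 3 SD, cut at about 3.6% in these data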;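 further: 0% = DAX-1 cells with DMSO and 100% = cells lacking DAX-1 with DMSO; higher inhibition means more luminescence from relief of DAX-1 repression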
hcDAF-12 act – H. contortus DAF-12 activation, primary screen | 1.4% of 370,000 active | activation, % at 6.8 µM | HEK293 hcDAF-12 lit1-tk-luc reporter, luminescence; 0% DMSO, 100% Δ7-dafachronic acid;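 active means activation above the mean of all tested compounds plus 3 SD, cut at about 5.5% in these data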;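 further: 100% = response to 3 µM Δ7-dafachronic acid high control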
ssDAF-12 act – activates DAF-12 receptor from parasite S. stercoralis; HEK293 ssDAF-12/GRIP1 lit1-tk-luc reporter, luminescence; % of 3 µM dafachronic acid response; activation, % at 6.8 µM; 1% of 370,000 active;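 active means activation above the mean over all tested compounds plus 3 SD, cut at about 0.9% in these data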;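 further: 0% = DMSO-only wells and 100% = 3 µM delta7-dafachronic acid wells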
NPR2 activator – GC-B (human) receptor activation; HEK293-GC-B cells, CNP EC30, cGMP TR-FRET; 0% at EC30 CNP, 100% saturating CNP; activation, % at 10 µM; 0.11% of 370,000 active; AID 1920062;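 active means activation at 10 µM reaching about 35% in either raw or pattern-adjusted values, limit read from the data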
GAA850 FXN act – frataxin GAA850 promoter activation; HEK293 lucGAA850 FXN promoter luciferase reporter, 24 h; percent of 10 µM SAHA response; activation, % at 6 µM; 0.56% of 360,000 active; AID 540364;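 active means activation above the average of all compounds screened plus 3 SD, cutoff fixed separately per campaign, cut at about 7.5% in these data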;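 further: 0% = DMSO wells and 100% = 10 µM SAHA wells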
SMARCA2 act – increases SMARCA2 function in MMTV reporter cells; MG213 cells, MMTV-luciferase reporter, dexamethasone, overnight; 1% of 370,000 active; activation, % at 9.1 µM; in the data active means activation above about 7.8%;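 further: 0% = vehicle wells and 100% = reference activator wells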
GC-A act – GC-A (human) enzyme activation. activation, % at 10 µM. HEK293 GC-A cells, cGMP TR-FRET, EC30 ANP; 0% at EC30 ANP, 100% saturating ANP. AID 1671463. 0.14% of 370,000 active. P16066; in the data active means activation above about 40%
Target sequence (P16066 whole entry, looked up): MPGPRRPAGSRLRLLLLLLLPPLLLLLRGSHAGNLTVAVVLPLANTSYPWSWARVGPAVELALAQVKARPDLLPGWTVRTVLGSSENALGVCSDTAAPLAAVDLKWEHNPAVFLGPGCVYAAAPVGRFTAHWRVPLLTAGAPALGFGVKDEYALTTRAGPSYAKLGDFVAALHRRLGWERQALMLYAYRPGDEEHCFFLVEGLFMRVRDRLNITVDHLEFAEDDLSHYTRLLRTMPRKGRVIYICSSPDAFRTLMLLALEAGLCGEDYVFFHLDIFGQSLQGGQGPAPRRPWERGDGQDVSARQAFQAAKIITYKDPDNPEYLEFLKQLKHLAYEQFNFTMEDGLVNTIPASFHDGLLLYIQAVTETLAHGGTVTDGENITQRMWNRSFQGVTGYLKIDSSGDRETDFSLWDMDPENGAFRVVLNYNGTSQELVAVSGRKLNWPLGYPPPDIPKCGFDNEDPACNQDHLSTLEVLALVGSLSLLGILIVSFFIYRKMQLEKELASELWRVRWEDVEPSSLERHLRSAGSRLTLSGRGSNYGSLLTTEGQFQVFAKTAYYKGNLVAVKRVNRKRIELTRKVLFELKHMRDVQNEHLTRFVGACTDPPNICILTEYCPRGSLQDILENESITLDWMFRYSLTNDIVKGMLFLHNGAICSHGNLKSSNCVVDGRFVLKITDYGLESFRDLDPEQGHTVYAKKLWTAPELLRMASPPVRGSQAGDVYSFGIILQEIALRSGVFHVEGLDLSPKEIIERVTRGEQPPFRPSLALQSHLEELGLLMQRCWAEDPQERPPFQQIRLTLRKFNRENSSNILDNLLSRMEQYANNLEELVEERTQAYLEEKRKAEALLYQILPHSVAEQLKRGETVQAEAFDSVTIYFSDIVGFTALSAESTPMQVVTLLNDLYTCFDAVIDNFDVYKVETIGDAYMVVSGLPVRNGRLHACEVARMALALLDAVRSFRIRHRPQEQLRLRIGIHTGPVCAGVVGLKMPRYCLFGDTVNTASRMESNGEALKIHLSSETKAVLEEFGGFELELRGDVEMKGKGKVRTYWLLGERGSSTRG
ADAM10 inh – ADAM10 inhibition, QFRET primary screen; recombinant ADAM10, EDANS/DABCYL FRET peptide cleavage, 3 h; AID 720582; O14672; inhibition, % at 7 µM; 0.62% of 370,000 active;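 active means inhibition above a per-campaign cutoff equal to the mean of compounds falling between control-based bounds plus 3 SD, cut at about 20% in these data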;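 further: 0% = DMSO wells while the 100% control is not disclosed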
hgDAF12 agonist – hgDAF-12 agonism, primary luciferase screen; activation, % at 6.8 µM; HEK293 GAL4-hgDAF12 UAS-luciferase reporter, agonist luminescence; normalized to butyrate control; 1.8% of 370,000 active;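 active means activation above a cutoff set at the mean of all screened compounds plus 3 SD, cut at about 10% in these data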;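 further: 0% = DMSO wells and 100% = sodium butyrate wells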
HGIII-sPLA2 inh – Blocks human group III sPLA2 activity; QFRET BODIPY PC-A2 liposome hydrolysis, fluorescence; inhibition, % at 12.2 µM; 0.56% of 370,000 active;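 active means inhibition above mean plus 3 SD of compounds lying within the high and low control bounds, cut at about 19% in these data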;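 further: 0% = median of test compound wells and 100% = no enzyme DMSO wells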
DAX1 inh-2 – inhibits human nuclear receptor DAX1; AID 504766; HEK293 Gal4-DAX1 luciferase reporter, luminescence; P51843; 0.99% of 340,000 active; inhibition, % at 6.75 µM;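 active means inhibition above the mean over all tested compounds plus 3 SD, cut at about 4.2% in these data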;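 further: 0% = DAX1-transfected cells with DMSO and 100% = empty-vector control cells with DMSO; inhibition shows as a rise in luminescence from relieved DAX1 repression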
The depositor's hits bear a star; . = not tested or not shown. Rows are unselected, and some 6.6% of all compounds hit somewhere here.

structure	DAX1 inh-1	hcDAF-12 act	ssDAF-12 act	NPR2 activator	GAA850 FXN act	SMARCA2 act	GC-A act	ADAM10 inh	hgDAF12 agonist	HGIII-sPLA2 inh	DAX1 inh-2
CC(C)(C)C(=O)CN1CCN(S(=O)(=O)c2ccc(F)cc2)CC1	0.5	0.9	-0.8	2.7	0.1	-0.8	1.6	-0.6	-0.5	2.9	0.6
CC(C)(C)c1ccc(S(=O)(=O)N2CCN(CC(=O)NC(=O)NC3CCCCC3)CC2)cc1	0.9	0.3	-1.4	1.4	-1.3	-0.8	0.0	8.2	0.1	-3.8	3.5
O=C(CCCOc1ccc(Cl)cc1Cl)Nc1ccccn1	0.6	0.4	-1.0	0.1	-0.5	2.1	22.2	11.9	5.6	1.8	0.4
Cc1cc2oc(=O)cc(CN(Cc3ccccc3)Cc3ccccc3)c2cc1Cl	1.4	0.2	-0.5	-6.2	.	-3.5	-5.9	1.2	-1.0	-5.1	.
COc1ccc2nc(NC(=O)C3CSC4(C)CCC(=O)N34)sc2c1 (stereo not given)	0.8	-1.2	-0.4	6.3	2.1	6.2	8.4	-5.1	3.3	5.7	2.2
COc1ccc(OC)c(CCNC(=O)CS(=O)(=O)Cc2nc(-c3ccccc3C)oc2C)c1	-1.1	-2.4	-1.3	-9.4	-0.5	-4.7	-17.4	8.1	-1.6	-25.8	-1.0
O=C(Nc1nnc(-c2ccco2)o1)c1cccc(Cl)c1	0.3	0.2	-1.8	4.3	-0.6	-3.7	-4.8	-6.3	-0.8	4.2	-0.4
CCOC(=O)c1nnsc1C(OC)Oc1ccccc1 (stereo not given)	-0.8	-1.2	-0.5	-1.2	1.4	-2.9	2.0	-1.8	-1.5	9.2	2.5
Cn1c(=O)c2c(ncn2CC(=O)Nc2nnc(Cc3ccccc3)s2)n(C)c1=O	-0.4	-1.6	-1.3	0.7	4.5	-1.9	-3.1	7.3	-1.2	1.1	-0.6
C=CC[C@@H](CC(=O)N[C@H](CO)Cc1ccccc1)C(=O)NCCOC(=O)[C@@H](CC=C)Cc1ccc(F)cc1	-0.2	-0.1	-1.3	1.4	-3.0	-1.3	-6.0	-3.8	-0.6	-24.2	-0.9
CC1(C)C2CCC1(CS(=O)(=O)N1CCC(C(=O)O)CC1)C(=O)C2 (stereo not given)	-0.5	-0.4	-0.8	1.3	-1.8	-1.5	3.1	10.1	-2.0	8.8	1.3
Cc1nc2scc(C)n2c(=O)c1S(=O)(=O)Nc1ccc(OC(F)(F)F)cc1	-2.9	-0.8	-1.4	-12.6	-0.1	-1.2	-11.9	-7.5	-2.9	-2.1	-0.4
Cc1cc(C(=O)COC(=O)c2ccc(Cl)c(S(N)(=O)=O)c2)c(C)n1C1CC1	8.0*	1.8	0.2	5.8	3.8	3.1	3.1	-3.8	13.8*	3.7	0.9
COc1ccc([N+](=O)[O-])cc1COc1cc(C)cc2oc(=O)cc(-c3ccccc3)c12	-0.2	-1.7	-0.2	-3.7	0.6	1.7	-4.5	6.4	0.4	-4.7	-0.2
CC1(C)c2ssc(=S)c2-c2ccccc2N1C(=O)CSC1=NCCS1	-0.2	-1.4	-1.6	-0.8	0.0	-1.2	-2.1	-5.1	-0.1	8.8	-1.0
Cc1ncoc1C(=O)N1CCCC(C(=O)Nc2cccc(-c3ccc(F)cc3)c2)C1 (stereo not given)	-0.8	0.2	-1.6	-1.0	-0.3	-3.6	2.6	2.9	-3.7	-0.4	-1.0
Cc1ccc(NC(=O)CCC(=O)NNC(=O)COc2ccccc2)c(C)c1	0.0	-1.1	-1.9	2.4	1.7	-3.9	2.5	-6.5	0.0	4.3	-0.6
c1ccc(-c2cc(N3CCOCC3)nc3ccccc23)cc1	-0.7	-1.2	-1.3	-8.2	0.7	-2.4	-5.1	-270.5	-3.3	2.1	0.4
CCOC(=O)c1c(-c2ccccc2)nc2cc(C)ccn12	1.3	-1.2	-1.8	-6.3	5.8	6.7	-2.9	4.0	6.9	-1.9	4.6*
COc1ccc(-c2nc(CSCC(=O)NCCC3=CCCCC3)c(C)o2)cc1OC	-0.8	-0.4	-1.4	-12.6	-0.1	-6.7	-13.9	-14.2	-0.9	-1.4	-0.5
CCN1CCN(C(=O)c2ccc3c(Cl)c4c(nc3c2)CCCC4)CC1	1.2	0.3	-0.4	0.7	1.2	1.4	4.5	5.8	3.9	-4.3	0.2
CC1CCN(C(=S)Nc2cccc(S(=O)(=O)N(C)C)c2)CC1	0.0	0.4	-1.9	2.2	1.3	-1.6	0.2	-0.9	5.4	9.0	0.4
COc1ccc(C(CC(=O)NC(C)(C)C)n2cccc2)cc1 (stereo not given)	0.0	-0.9	-0.9	-7.6	-1.9	1.7	-4.6	-3.8	-0.1	-4.8	0.3
CCC/C=C1/CCCOC(C(=O)NCCN2CCOCC2)(C(F)(F)F)C1 (stereo not given)	0.2	-0.8	-1.0	5.1	1.7	-2.1	2.8	-1.7	0.3	1.5	0.6
CCCCn1c(N)c(N(CCOC)C(=O)COc2ccc(Cl)cc2)c(=O)[nH]c1=O	0.2	-2.4	-1.9	5.0	1.4	-1.5	1.1	-4.0	-1.9	1.9	0.6
CCC(C)c1ccc(O)c(NC(=O)c2cccnc2)c1 (stereo not given)	-0.1	-0.1	0.3	4.2	-1.4	-3.3	2.8	0.8	2.2	-6.8	-1.1
Cc1ccc2nc(NCCCO)[nH]c2c1	0.0	1.3	-1.0	-0.8	-0.5	7.2	5.3	5.9	0.5	2.3	-0.9
COc1ccc(C(=O)Nc2cccc(C(C)=O)c2)cc1OC	-0.1	-0.1	-0.8	2.1	2.4	-0.6	1.1	0.2	1.7	0.5	0.8
COc1ccc(-c2ccc(CCC(=O)O)n2NC(=O)c2cccs2)cc1	0.5	-1.3	-1.1	5.4	-0.5	2.8	0.9	-7.4	-0.3	-12.0	-0.2
Cc1oc(-c2cccc(Cl)c2)nc1CN(C)C1CCOC1 (stereo not given)	-0.5	0.0	-1.3	3.3	2.7	1.4	-1.5	-7.8	-2.3	13.1	1.4
COC(=O)C(CC(C)C)NC(=O)C(Cc1ccccc1)NC(=O)C1CCCN1C(=O)OC(C)(C)C (stereo not given)	0.1	-0.1	-1.0	-1.4	-0.6	-1.6	-6.5	-6.1	-2.8	-4.7	-0.3
O=c1cc(-c2ccccc2)oc2c1ccc1ccccc12	-1.3	-0.4	-1.8	1.9	.	5.9	3.1	-248.5	3.9	-4.0	.
Cc1cccc(CSCCNC(=O)Nc2ccccc2)c1	-0.7	-1.5	-0.5	1.6	0.4	0.2	4.3	-3.2	0.7	-8.8	-1.1
Cc1ccccc1NC(=O)CCC(=O)OCC(=O)c1cccc([N+](=O)[O-])c1	-0.1	0.1	-0.8	0.3	0.1	-1.9	3.8	3.1	1.2	1.2	0.5
COCCN(CCOC)S(=O)(=O)c1ccc(C(=O)Nc2nc(-c3ccccc3)c(C(=O)c3ccccc3)s2)cc1	-0.1	0.2	-1.6	1.7	0.2	-3.7	2.0	-4.7	0.1	-11.0	0.3
CN1CCc2c(sc(N)c2C(N)=O)C1	-0.1	-1.0	0.0	-2.4	4.8	2.3	0.1	-148.6	0.4	2.3	0.8
CCN1C(=O)[C@@H]2[C@@H](c3ccc(-c4ccc(Cl)c(Cl)c4)c(OC)c3)N3CCC[C@@]3(C(=O)OC)[C@@H]2C1=O	-0.6	-2.2	-2.0	-2.2	-4.5	-1.3	2.5	14.6	-1.7	-15.4	-1.9
COC(=O)c1cn(CC(=O)NCc2cccs2)c2ccccc12	1.6	2.3	-0.5	-4.1	1.5	0.5	-3.1	-14.0	6.9	2.7	2.7
Cc1ccc(-c2c(C(=O)N/N=C/c3ccoc3)nnn2-c2nonc2N)cc1	-0.3	-1.1	-1.1	0.8	3.0	-0.8	-3.6	2.4	-0.3	-5.2	0.6
COc1cc(C2NC(=O)CS2)cc(OC)c1OC (stereo not given)	0.1	-1.6	-0.2	4.6	2.8	-0.4	0.4	-0.7	-0.1	0.4	1.2

Two records picked at random from those above:
structure	DAX1 inh-1	hcDAF-12 act	ssDAF-12 act	NPR2 activator	GAA850 FXN act	SMARCA2 act	GC-A act	ADAM10 inh	hgDAF12 agonist	HGIII-sPLA2 inh	DAX1 inh-2
CCC/C=C1/CCCOC(C(=O)NCCN2CCOCC2)(C(F)(F)F)C1 (stereo not given)	0.2	-0.8	-1.0	5.1	1.7	-2.1	2.8	-1.7	0.3	1.5	0.6
CCCCn1c(N)c(N(CCOC)C(=O)COc2ccc(Cl)cc2)c(=O)[nH]c1=O	0.2	-2.4	-1.9	5.0	1.4	-1.5	1.1	-4.0	-1.9	1.9	0.6

Later entries:
structure	DAX1 inh-1	hcDAF-12 act	ssDAF-12 act	NPR2 activator	GAA850 FXN act	SMARCA2 act	GC-A act	ADAM10 inh	hgDAF12 agonist	HGIII-sPLA2 inh	DAX1 inh-2
Cc1cc(=O)n2[nH]c(-c3ccc(C(C)(C)C)cc3)cc2n1	-1.8	-0.8	-1.5	-0.9	0.3	-1.6	0.3	-23.8	-1.4	-25.2	-1.2
CC1(C(=O)NS(=O)(=O)c2cccc(C#N)c2)CCN1C(=O)CCc1ccccc1 (stereo not given)	1.2	1.9	-0.2	-1.4	0.5	-1.9	-1.6	-6.6	5.6	4.3	.
Oc1ccc(Cl)cc1C1=Nc2ccccc2N=C(c2ccco2)C1	1.4	1.4	-0.7	0.2	2.6	-2.0	-4.1	-37.5	7.2	5.4	0.7
Cc1cc(C)c(S(=O)(=O)N2CCN(CCO)CC2)c(C)c1	0.1	-2.1	-0.6	-2.9	-1.9	0.5	1.1	-1.6	1.2	-2.8	1.5
Cc1[nH]nc2c1/C(=N/O)CC(c1ccccc1)C2 (stereo not given)	-0.4	-1.9	-1.7	1.2	0.9	-2.5	2.3	-6.9	-0.3	8.2	-0.3
CCn1c(=O)c2cc(C(=O)Nc3cc(C)on3)sc2c2ccccc21	0.5	-1.5	-1.1	-3.5	0.5	0.6	-3.9	-45.5	-1.3	10.6	0.1
CCN(CC(=O)Nc1ccc2c(c1)OCCO2)S(=O)(=O)c1ccc(C)cc1	-1.1	-2.0	-1.8	4.4	1.1	-1.3	-5.6	-6.1	3.5	-8.8	0.9
Cc1cc(C(F)(F)F)nc(SCC(=O)Nc2c(C)n(C)n(-c3ccccc3)c2=O)n1	0.1	-0.8	-0.8	-3.8	-1.8	4.9	1.6	6.2	1.1	0.6	1.4

Entries of single compounds from above:
Listed for `CCn1c(=O)c2cc(C(=O)Nc3cc(C)on3)sc2c2ccccc21` → DAX1 inh-1: 0.5; hcDAF-12 act: -1.5; ssDAF-12 act: -1.1; NPR2 activator: -3.5; GAA850 FXN act: 0.5; SMARCA2 act: 0.6; GC-A act: -3.9; ADAM10 inh: -45.5; hgDAF12 agonist: -1.3; HGIII-sPLA2 inh: 10.6; DAX1 inh-2: 0.1
Listed for `COc1ccc(-c2ccc(CCC(=O)O)n2NC(=O)c2cccs2)cc1` → DAX1 inh-1: 0.5; hcDAF-12 act: -1.3; ssDAF-12 act: -1.1; NPR2 activator: 5.4; GAA850 FXN act: -0.5; SMARCA2 act: 2.8; GC-A act: 0.9; ADAM10 inh: -7.4; hgDAF12 agonist: -0.3; HGIII-sPLA2 inh: -12.0; DAX1 inh-2: -0.2
